Screening data from PubChem.
mcGAS lum: mouse cGAS inhibition by luminescence; 160,000 compounds, 0.15% hits; inhibition, % at 12.5 µM; recombinant cGAS, Kinase-Glo ATP depletion luminescence;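 further: 0% = negative control wells and 100% = reference inhibitor with no enzyme activity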
hcGAS inh: inhibitors of human cGAS. recombinant h-cGAS, ATP depletion, Kinase-Glo luminescence. Q8N884. inhibition, % at 12.5 µM. 290,000 compounds, 0.081% hits. AID 1259398;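 further: 0% = vehicle reaction and 100% = reaction without DNA for no activity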
Target sequence (Q8N884 whole entry, looked up): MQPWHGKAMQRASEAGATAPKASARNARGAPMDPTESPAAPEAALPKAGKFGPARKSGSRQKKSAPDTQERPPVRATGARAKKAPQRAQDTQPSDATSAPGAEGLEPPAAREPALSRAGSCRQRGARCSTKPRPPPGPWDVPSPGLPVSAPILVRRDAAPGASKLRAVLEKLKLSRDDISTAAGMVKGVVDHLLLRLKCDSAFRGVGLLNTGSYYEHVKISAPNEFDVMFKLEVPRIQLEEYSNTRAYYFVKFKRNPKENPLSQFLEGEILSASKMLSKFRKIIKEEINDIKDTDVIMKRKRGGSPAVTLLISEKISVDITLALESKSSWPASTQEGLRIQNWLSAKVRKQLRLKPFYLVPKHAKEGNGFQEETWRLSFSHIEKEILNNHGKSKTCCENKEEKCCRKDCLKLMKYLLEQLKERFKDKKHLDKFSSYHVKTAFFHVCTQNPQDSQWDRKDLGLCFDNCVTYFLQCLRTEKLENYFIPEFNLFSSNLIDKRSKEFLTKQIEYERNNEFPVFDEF
NPYLR7 agonist: activates Aedes aegypti NPYLR7 receptor; HEK293T NPYLR7/Galpha15, GCaMP6s calcium fluorescence; activation, % at 10 µM; 270,000 compounds, 0.15% hits; in the data active means activation above about 40%;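 further: 0% = vehicle and 100% = reference agonist at the receptor; some compounds past the cut are filed as inactive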
* marks the source's active call; other numbers are inactive results; · = no result given; & = joins results of further samples. Unless noted, no stated cut-off is given here; in the data, active means inhibition above about 40%; inactive means the rest.

The first 4 records, to show the layout:
Order of results – mcGAS lum | hcGAS inh | NPYLR7 agonist
COc1cc(C)c(NC(=O)C2(c3ccc(Cl)cc3)CC2)cc1OC
    -3 | 2 | 0
Cc1ccc2oc(-c3cc(NC(=O)c4cc(Cl)ccc4Cl)ccc3O)nc2c1
    -7 | -3 | 13
COC(=O)c1ccccc1NC(=O)Nc1cnn(Cc2ccc(Cl)cc2Cl)c1
    -8 | -5 | 4
CC1CCN(c2ccc(NC(=O)c3cccc([N+](=O)[O-])c3)cc2C(=O)NC2CC2)CC1
    -6 | -13 | -1

This part in full, from the start:
Order of results – mcGAS lum | hcGAS inh | NPYLR7 agonist
COc1cc(C)c(NC(=O)C2(c3ccc(Cl)cc3)CC2)cc1OC
    -3 | 2 | 0
Cc1ccc2oc(-c3cc(NC(=O)c4cc(Cl)ccc4Cl)ccc3O)nc2c1
    -7 | -3 | 13
COC(=O)c1ccccc1NC(=O)Nc1cnn(Cc2ccc(Cl)cc2Cl)c1
    -8 | -5 | 4
CC1CCN(c2ccc(NC(=O)c3cccc([N+](=O)[O-])c3)cc2C(=O)NC2CC2)CC1
    -6 | -13 | -1
CCOC(=O)c1cnc(-c2ccc(OC)cc2)nc1N1CCC1
    -5 | -2 | -1
Cc1ccc2oc(=O)n(CCC(=O)N3CCC4(CCCN(C)C4=O)C3)c2c1 (centres undefined)
    · | -4 | 11
N=c1oc2ccc(Cl)cc2cc1C(=O)Nc1ccc(F)cc1
    -7 | -4 | -9
CCCNC(=O)C1(C)CCN(Cc2cc(-c3ccccc3)on2)C1 (centres undefined)
    · | -5 | -1
COc1ccc(C(=O)N2CCC[C@@H]2C(=O)NCCCNC(=O)c2ccccc2)c(OC)c1
    -6 | -4 | 28
COC(=O)N1CCC(c2nnc(CN3CCN(C)CC3)n2C)CC1
    1 | 4 | ·
CC(=O)c1ccc(S(=O)(=O)Nc2cccc(-c3ccc4nnc(C)n4n3)c2)cc1
    -7 | -7 | -7
COc1ccc(C=C2SC(N3CCCCC3)=NC2=O)cc1OC
    · | -8 | 5
CC=CCn1c(=O)c2c(nc3n2CC(C)=NN3CCC)n(C)c1=O
    -7 | -5 | 7
CO[C@H]1CN(C(=O)c2cc(C3CC3)[nH]n2)CC[C@H]1N
    · | -6 | -6
COc1ccccc1CC(C)CC(=O)N1CCC(NC(=O)Oc2ccccc2)CC1 (centres undefined)
    -17 | -10 | 2
CC1(C(=O)N2CCC(c3n[nH]c(=O)n3-c3ccccc3)CC2)CCCCO1 (centres undefined)
    · | -5 | 8
COCCC(=O)N(C)CC1CCN(CCc2ccccc2OC)CC1
    · | -9 | 4
Cc1nn(C)c(C)c1S(=O)(=O)N1CCC2(CC1)NCCCN=C2NC1CCCC1
    0 | 3 | ·
CCNS(=O)(=O)c1ccc(OC)c(NC)c1
    4 | 6 | 2
COC(=O)c1sccc1N=Cc1c(O)n(C)c(=O)n(C)c1=O
    · | -5 | 8
Cc1ccc(-c2ccc3nnc(SCC(=O)NCC4CCCO4)n3n2)cc1 (centres undefined)
    -5 | -3 | -13
CC(=O)c1c(O)nc2sccn12
    · | -5 | 23
CCOC(=O)c1c(NC(=O)c2ccc(OC)c(OC)c2)c(-c2ccc(OC)cc2)cn1Cc1ccccc1
    -7 | -2 | 6
Cc1ccc2c(c1)CCN1C(=O)CN(C(=O)Cc3cccs3)CC21 (centres undefined)
    -3 | 1 | 2
CC(C)c1ccc(CN2CCC2(C)C(=O)NCCc2c[nH]c3ccccc23)cc1 (centres undefined)
    · | 1 | 5
COc1ccc(C(=O)Nc2c(N)nc(SCC(=O)Nc3ccccc3)[nH]c2=O)cc1OC
    -9 | -5 | 0
CN(C)P(=NC(=S)Nc1cccc([N+](=O)[O-])c1)(c1ccncc1)N(C)C
    · | -2 | 7
CC1CCN(c2ccc(NC(=O)c3ccc(Br)cc3)cc2C(=O)NCc2ccc(F)cc2)CC1
    -4 | 1 | 5
CCOCCOc1nc(-c2ccccc2C)n(-c2ccc(NC(=O)c3cccc([N+](=O)[O-])c3)cc2)n1
    -1 | -1 | -10
O=c1ccc2cc(S(=O)(=O)n3cnc4ccccc43)ccc2o1
    · | -6 | 1

(next part)
Order of results – mcGAS lum | hcGAS inh | NPYLR7 agonist
CC(C)(C)c1ccc(CCC(=O)Nc2ccc3[nH]c(=O)c(=O)[nH]c3c2)cc1
    · | -2 | 3
Cc1cccc(C(=O)NC(C(=O)N2CCOCC2)C2CCN(S(=O)(=O)c3ccc(Cl)cc3)CC2)c1 (centres undefined)
    -5 | -6 | -3
CCC(Cc1ccc(C)cc1)N(C)C(=O)NC1CCC(=O)N(C)C1 (centres undefined)
    -5 | -5 | 2
NCCc1nc(NCCCC2CCOC2)c2ccccc2n1 (centres undefined)
    -15 | -4 | 7
Cc1cc(C)n2nc(SCc3ccccc3)nc2n1
    -3 | -7 | 2
CCOc1cccc2sc(N(CCCn3ccnc3)C(=O)c3cccs3)nc12
    -9 | -9 | -12
Cc1cc(Cl)ccc1N(CC(=O)NCCSc1ccccc1)S(C)(=O)=O
    · | -8 | 11
CC1=CC(C)(C)N(C(=O)CSc2nc3ccccc3s2)c2cc(C)ccc21
    0 | -1 | -3
CCOC(=O)Cn1c(=S)[nH]c2sc3c(c2c1=O)CC(C)(C)NC3(C)C
    · | -3 | 3
O=c1c2ncccc2n(Cc2ccc(Cl)cc2Cl)c(=O)n1Cc1ccccn1
    · | 0 | 3
Cc1cccnc1NC(=O)Nc1cn(C)c2ccccc12
    -8 | -5 | 2
CC(C(=O)NC1(C#N)CCCCC1)N1CCN(C(=O)C2CCCC2)CC1 (centres undefined)
    · | -2 | 3
CCCCC(CC)C(=O)Oc1ccc(-c2nc3ccccn3c2NC2CCCCC2)cc1 (centres undefined)
    -5&-5 | -7&-6 | 14&6
CCOc1ccc(C=C2SC(=O)N(CCNC(=O)C=Cc3csc(C)n3)C2=O)cc1OC
    -7 | -7 | 5
Cc1nc(CCN)cc(NCC(O)c2ccccc2)n1 (centres undefined)
    · | -2 | 20
Cc1cc(CNS(=O)(=O)c2ccccc2C(C)(C)C)no1
    -1 | -8&-4 | 2&1
Cc1ccnc(CC(C)N(C)C(=O)c2occc2C)c1 (centres undefined)
    -11 | -6 | -2
O=C(NC1CC2CCC(C1)N2Cc1ccc2c(c1)OCO2)c1ccc(F)c(C(F)(F)F)c1 (centres undefined)
    -8 | -9 | 2
O=C(N1CCC(c2nc(-c3ccc4c(c3)OCO4)no2)CC1)C12CC3CC(CC(C3)C1)C2
    -7 | -11 | ·
CSc1ncc(CN2CCCC(C(=O)c3ccc(Oc4ccccc4)cc3)C2)cn1 (centres undefined)
    -2 | 6 | -10
COc1cccc(N2CCn3c2nc2c3c(=O)[nH]c(=O)n2C)c1
    · | -8 | 4
COC(=O)c1ccc(N2C(=O)CC(NCc3ccco3)C2=O)cc1 (centres undefined)
    · | -1 | 3
O=C(c1ccc(-c2ncn[nH]2)cc1)N1CCCC(Nc2ccc(F)cc2)C1 (centres undefined)
    -13 | 0 | 2
COc1ccc2cc(C3CN(C(=O)C4CCOCC4)CCO3)ccc2c1 (centres undefined)
    -11 | -6 | 1
O=C(Cc1cccs1)NCCCC(=O)Nc1cccc2cccnc12
    · | 5 | 8
CC(C)(C)N(CC(=O)N1CCc2sccc2C1c1ccccc1)S(=O)(=O)c1cccc2cccnc12 (centres undefined)
    -5 | -1 | 18
O=C(COc1ccc(Cl)cc1)OCc1cc(-c2cc3ccccc3o2)on1
    · | -4 | -1
C=CCN1C(=O)NC(c2ccsc2)C2=C1CN(Cc1cccnc1)C2=O (centres undefined)
    -11 | -4 | ·
CCCOc1ccc(NC(=O)NC(C)C(=O)NCC)cc1Cl (centres undefined)
    · | -10 | 3
CCOc1cc(C(=O)Nc2ccc3c(c2)OCCO3)ccc1OCC(=O)N1CCCCC1
    -9 | -8 | 14

An excerpt from above with just NPYLR7 agonist and hcGAS inh.
| SMILES | NPYLR7 agonist | hcGAS inh |
| --- | --- | --- |
| Cc1nc(CCN)cc(NCC(O)c2ccccc2)n1 (centres undefined) | 20 | -2 |
| Cc1cc(CNS(=O)(=O)c2ccccc2C(C)(C)C)no1 | 2&1 | -8&-4 |
| Cc1ccnc(CC(C)N(C)C(=O)c2occc2C)c1 (centres undefined) | -2 | -6 |
| O=C(NC1CC2CCC(C1)N2Cc1ccc2c(c1)OCO2)c1ccc(F)c(C(F)(F)F)c1 (centres undefined) | 2 | -9 |

Additional structures follow.
Order of results – mcGAS lum | hcGAS inh | NPYLR7 agonist
COc1cccc(-c2nc3ccc(Cl)cn3c2NC2CCCCC2)c1
    -5 | -6 | -3
CCc1c(C)nc(N)nc1NCCC1CCCCO1 (centres undefined)
    -4 | -10 | ·
CCN(CC)C(=O)c1cc(NC(=O)Nc2ccccc2F)ccc1N1CCCC1
    0 | 5 | -3
CN(Cc1ccccc1Br)CN1C(=O)NC2(CCC(C(C)(C)C)CC2)C1=O (centres undefined)
    -9 | -9 | 8
Cc1cc(=O)[nH]c(NCCNC2CCC3(CCNCC3)CC2)n1
    · | -4 | 8
O=C(c1cn[nH]c1)N1CCOC(Cc2cccc(F)c2)C1 (centres undefined)
    · | -9 | 7
CCNC(=O)C1(C)CCCN1C(=O)COc1ccccc1 (centres undefined)
    -7 | -16 | 4
O=C(NCCc1ccncc1)c1ccc(-c2cc(-c3cccc4ccccc34)[nH]n2)cc1
    -8 | -8 | ·
O=C1NC(=S)N/C1=C/c1ccc(-c2cccc([N+](=O)[O-])c2)o1
    -8 | -3 | -2
CC1CCCCC1NC(=O)CCc1nc(-c2ccsc2)no1 (centres undefined)
    · | -17 | 8
NC(=O)CCCNS(=O)(=O)c1ccc(Cl)c(Cl)c1
    -5 | -2 | 2
Cc1ccc(CN(C)CC(=O)N(C)CC(=O)Nc2cc(C)ccc2C)c(C)c1
    · | -6 | 10
COc1cccc(CN2CCCC(N3CCN(c4cccc(Cl)c4)CC3)C2)c1OC (centres undefined)
    -10 | -8 | 2
O=C(Cn1nnc(-c2ccccc2)n1)NCCc1ccc2c(c1)OCCO2
    -7 | -3 | -3
CCCCCCc1cc2cc(-c3csc(Nc4ccccc4F)n3)c(=O)oc2cc1O
    -1 | 0 | 18
O=C(NCC1CCN(c2ccc(F)c(F)c2)C1)c1cccs1 (centres undefined)
    · | -5 | -22
O=C1NCC2(CCCN(C(=O)c3cnn4ccccc34)CC2)O1 (centres undefined)
    -2 | -2 | -8
CCN1CCN(C(c2ccccc2Cl)C2Sc3nc(-c4ccco4)nn3C2=O)CC1 (centres undefined)
    -6 | -5 | -2
C=CCN1C(=O)C(NC(=O)c2ccccc2)(C(F)(F)F)N=C1c1ccccc1 (centres undefined)
    · | -4 | -4
COc1ccc(CNC(=O)c2ccc(NC(C)C)nc2)cc1
    -2 | -2 | 21
COc1cc(C(=O)N=c2sccn2Cc2ccccc2)cc(Cl)c1OCC(N)=O
    · | -5 | 8
CCn1c(SC(C)C)nnc1-c1cn(C)nc1OC
    -10 | -8 | 7
COc1cccc(C(=O)Nn2cnc3c(cnn3-c3ccc(C)cc3)c2=O)c1OC
    · | -11 | 4
CC(C)CN(CC(=O)Nc1nc(CC(=O)N2CCCC2)cs1)C(=O)c1ccc(Cl)cc1
    -7 | -9 | 20
Cc1ccc(C)c(NC(=O)C2(S(=O)(=O)c3ccccc3)CCCC2)c1
    · | 1 | 4
CN(Cc1nc(C2CC2)no1)C(=O)c1cccc(CC2CCNCC2)c1
    -18 | -1 | 3
Cc1ncc(Cl)c(C(=O)N2CCCSc3ccccc32)n1
    2 | -6 | -4
CC1CCC2(CC1)NN=C1SC(C)C(=O)N1N2 (centres undefined)
    · | -3 | 7
CCOC(=O)C1=C(C)N=c2s/c(=C/c3ccco3)c(=O)n2C1c1ccc(OC)cc1 (centres undefined)
    2 | 6 | 3
COc1ccc(Cl)cc1NC(=O)CCC1CCCN(C(=O)c2ccc(CSC)o2)C1 (centres undefined)
    -7 | -5 | 10

(further entries)
Order of results – mcGAS lum | hcGAS inh | NPYLR7 agonist
CC(=O)Nc1sc(C)c(C)c1C(=O)OCC(=O)NC(C)(C#N)C(C)C (centres undefined)
    -8 | -10 | -3
Cn1c(=O)c2ncn(CC(=O)Nc3ccc(C(=O)NC4CCCCC4)cc3)c2n(C)c1=O
    · | -7 | -1
CC(CC1=CCN(CC(=O)N(C)C)CC1)NC(=O)c1ccco1 (centres undefined)
    -16 | -4 | -7
CC1=CC[C@@H]2CN(C(=O)c3cc(C)c4nc(N)sc4c3)C[C@@H]2C1
    · | 1 | -3
Cc1ccc(-n2c(=O)[nH]c3c(C(N)=O)nc(-c4sccc4C)nc32)cc1C
    -7 | -5 | 28
CSc1nc2ncc3c(=O)n(-c4ccc(OC(F)(F)F)cc4)ccc3n2n1
    · | -6 | 0
N#CCCN(C(=O)c1ccccc1-n1cccc1)C1CC1
    · | -10 | 6
CCOC(=O)CN1CC23C=CC(O2)C(C(=O)N2CCCC2)C3C1=O (centres undefined)
    · | -12 | 14
Cc1ccc(NC2CCCN(C(=O)CSc3ccncc3)C2)cc1C (centres undefined)
    · | -6 | 2
OCc1ccnc(-c2cc(NCc3cccnc3)nc3[nH]ccc23)c1
    -2 | -4 | -11
CCN(CC)c1ccc2cc(-c3nnc(Nc4cc(OC)ccc4OC)s3)c(=O)oc2c1
    1 | 2 | 0
CCOC(=O)N1CCN(CC(=O)N2N=C(c3ccc(OC)c(OC)c3)CC2c2cc(C)ccc2C)CC1 (centres undefined)
    -3 | -1 | 0
O=C(NC(c1ccc(F)cc1)c1cnccn1)C1CCN(Cc2ccc3c(c2)OCO3)CC1 (centres undefined)
    1 | 3 | -15
COc1cccc2sc(N(CCN(C)C)C(=O)CCS(=O)(=O)c3ccc(C)cc3)nc12
    -8 | -6 | 0
Cc1ccc2cc(C3NCCc4[nH]cnc43)c(N3CCOCC3)nc2c1 (centres undefined)
    -12 | -4 | ·
CC1CC(C)CN(CCNc2nc3c(cnn3C(C)(C)C)c(=O)[nH]2)C1 (centres undefined)
    · | -1 | 18
Oc1ccc2ccccc2c1C=NC1CC1
    · | 1 | 7
COc1ccc(Cn2c(=O)[nH]n(-c3ccccc3)c2=O)cc1F
    · | -5 | -3
